GPR151 ag: human GPR151 activation; 1% of 650,000 active; PathHunter beta-arrestin GPR151 cells, luminescence; activation, % at 11.2 µM; Q8TDV0; in the data active = activation above about 4.9%;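 note: 0% = median of compound wells and 100% = cells with positive control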
TEAD-YAP inh: TEAD-YAP interaction inhibition | HEK-TIYL cells, TEAD-Gal4/YAP UAS-luciferase luminescence | inhibition, % at 9.12 µM | 1.4% of 640,000 active; in the data active = inhibition above about 32%;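 note: 0% = median of test compound wells and 100% = reference inhibitor wells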
FBW7 act: human FBW7 E3 ligase activation, primary screen; Q969H0; 0.13% of 650,000 active; normalized activity (activation), % at 26.1 µM; AlphaScreen FBW7–phospho-cyclin E peptide binding, activator screen; in the data active = normalized activity above about 1.9%;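 note: purified mutant Fbw7 with reduced substrate affinity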
Target sequence (Q969H0 whole entry, looked up): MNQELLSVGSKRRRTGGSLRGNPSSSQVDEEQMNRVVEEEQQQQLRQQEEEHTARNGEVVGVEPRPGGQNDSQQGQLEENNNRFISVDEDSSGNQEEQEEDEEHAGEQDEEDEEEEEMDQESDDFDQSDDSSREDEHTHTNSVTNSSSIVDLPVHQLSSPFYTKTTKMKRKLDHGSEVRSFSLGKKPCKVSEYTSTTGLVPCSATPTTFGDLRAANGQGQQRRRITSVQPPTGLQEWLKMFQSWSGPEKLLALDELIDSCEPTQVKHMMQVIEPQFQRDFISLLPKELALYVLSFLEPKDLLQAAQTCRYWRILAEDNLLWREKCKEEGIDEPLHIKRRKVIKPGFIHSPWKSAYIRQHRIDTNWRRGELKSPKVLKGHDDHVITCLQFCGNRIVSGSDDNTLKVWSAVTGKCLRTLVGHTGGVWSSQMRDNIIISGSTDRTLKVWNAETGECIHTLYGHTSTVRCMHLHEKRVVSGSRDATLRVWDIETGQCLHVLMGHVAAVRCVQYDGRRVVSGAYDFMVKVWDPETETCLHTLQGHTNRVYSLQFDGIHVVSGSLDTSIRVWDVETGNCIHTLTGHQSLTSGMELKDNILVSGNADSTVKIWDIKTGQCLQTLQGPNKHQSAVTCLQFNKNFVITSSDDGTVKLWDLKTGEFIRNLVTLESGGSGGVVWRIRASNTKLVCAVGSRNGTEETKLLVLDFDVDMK
MITF primary: inhibitors of human MITF | O75030 | AlphaScreen MITF homodimerization, bead proximity signal | inhibition, % at 2.6 µM | 0.91% of 650,000 active | AID 1259374; in the data active = inhibition above about 50%;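 note: 0% = vehicle wells with protein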
* = called active by the depositor; & = joins results of further samples.

SMILES | GPR151 ag | TEAD-YAP inh | FBW7 act | MITF primary
O=C(O)c1ccc(CNS(=O)(=O)c2ccc(Br)cc2)cc1 | 1.2 | -7 | 0.1 | -18
c1ccc(-c2nc(N3CCN(c4ccccc4)CC3)nc(-n3ccnc3)n2)cc1 | 3.3 | 2 | -0.2 | -4
CC1(C)CC2CC(C)(CN2C(=O)CN2CCN(c3ccc(F)cc3)CC2)C1 (stereo not given) | 0.9 | 1 | -0.1 | -5
COc1ccc(Br)cc1C(=O)Nc1cccc(C(C)=O)c1 | 0.9 | -39 | -0.1 | -11
O=C1OC(c2ccc(Br)cc2)=N/C1=C\c1ccc2c(c1)OCO2 | 0.2 | 1 | -0.1 | -4
CCCN1CCC(N(C)C(C)c2nc(C)cs2)CCC1=O (stereo not given) | -1.1 | 1 | 0.2 | -8
CCCNC(=O)Cn1cnc2sc(C(=O)NC(C)CC)c(C)c2c1=O (stereo not given) | 1.2 | 4 | 0.3 | 13
CCC(C)(C)n1nnnc1C(c1cccs1)N1CCN2CCCC2C1 (stereo not given) | -0.3 | 0 | 0.2 | 7
C[n+]1cccc(C(=O)O)c1 | 0.5&1.7 | -5&-4 | 0.0&0.2 | 4&-8
COc1cc(C(=S)NCCCn2ccnc2)ccc1OCc1ccccc1 | -0.7 | 0 | -0.1 | 6
Cc1ccc(Cn2nnc3c(=O)[nH]c(C4CCN(C(=O)OC(C)(C)C)CC4)nc32)cc1 | -1.1 | 7 | 0.1 | 0
CCOc1ccc(-n2c(SCC#N)nc3c(sc(=S)n3-c3ccc(CC)cc3)c2=O)cc1 | 0.5 | -3 | -0.1 | -10

Arranged by molecular weight (largest number first): 5 of the compounds above
SMILES | GPR151 ag | TEAD-YAP inh | FBW7 act | MITF primary
c1ccc(-c2nc(N3CCN(c4ccccc4)CC3)nc(-n3ccnc3)n2)cc1 | 3.3 | 2 | -0.2 | -4
COc1cc(C(=S)NCCCn2ccnc2)ccc1OCc1ccccc1 | -0.7 | 0 | -0.1 | 6
O=C1OC(c2ccc(Br)cc2)=N/C1=C\c1ccc2c(c1)OCO2 | 0.2 | 1 | -0.1 | -4
O=C(O)c1ccc(CNS(=O)(=O)c2ccc(Br)cc2)cc1 | 1.2 | -7 | 0.1 | -18
CCCNC(=O)Cn1cnc2sc(C(=O)NC(C)CC)c(C)c2c1=O (stereo not given) | 1.2 | 4 | 0.3 | 13

Quoted from the listing:
Cc1ccc(Cn2nnc3c(=O)[nH]c(C4CCN(C(=O)OC(C)(C)C)CC4)nc32)cc1 in GPR151 ag → -1.1
O=C(O)c1ccc(CNS(=O)(=O)c2ccc(Br)cc2)cc1 in MITF primary → -18
CCCN1CCC(N(C)C(C)c2nc(C)cs2)CCC1=O (stereo not given) in TEAD-YAP inh → 1
CCC(C)(C)n1nnnc1C(c1cccs1)N1CCN2CCCC2C1 (stereo not given) in TEAD-YAP inh → 0

Further results
SMILES | GPR151 ag | TEAD-YAP inh | FBW7 act | MITF primary
COc1cc(C2C(C#N)=C(N)Oc3c2ccc2ccccc32)ccc1O (stereo not given) | 1.9 | 58* | -0.1 | 2
CCOC(=O)c1cnc2c(cnn2CC)c1NN=C(C)C | -1.7&0.7 | -2 | -0.1&0.7 | -1&8
CC(=O)c1ccc(NC(=O)c2ccc(C(=O)c3c(C)cc(C)cc3C)cc2)cc1 | -0.2 | 3 | 0.3 | 15
O=C(CN1C(=O)COc2ccccc21)NCCC1=CCCCC1 | 0.1 | -6 | 0.0 | 1
CC(C)CCNCc1c(C(=O)O)n(Cc2ccc(Cl)cc2)c2ccccc12 | 0.5 | 13 | 0.0 | -8
Cc1[nH]c2ccccc2c1C(C[N+](=O)[O-])c1ccc(F)cc1 (stereo not given) | 2.6 | 9 | 0.0 | -4
CC(=O)c1ccc(OCC(O)Cn2c(C(F)(F)F)nc3ccccc32)cc1 (stereo not given) | 0.0 | 9 | 0.2 | 10
Cc1ccc(S(=O)(=O)N2CCC(C(=O)Nc3ccc(I)cc3)CC2)cc1 | 0.7 | -1 | 0.0 | -1
CN1CCN(c2ccc(-c3cc(C(=O)NCCN4CCOCC4)ccn3)cc2)CC1 | 0.3 | 2 | 0.1 | 31
CCOC(=O)/C=C/C(=O)Nc1ccc(S(=O)(=O)N2CCOCC2)cc1 | 0.2 | 5 | 0.0 | -6
Cc1sc2c(=O)n3c(nc2c1C(=O)NC1CCCCC1)CCCCC3 | 1.4 | 3 | 0.2 | 10
COc1ccc(C(=O)N2CCc3ccc(NC(=O)C4CCCO4)cc3C2)o1 (stereo not given) | -1.2 | -4 | -0.1 | -4
CCCCCC(=O)N1c2ccccc2C(N(C(=O)c2cccc(OC)c2)c2ccccc2)CC1C (stereo not given) | 0.0 | 2 | 0.0 | 9
CC(C)CN(C(=O)CSc1cccc[n+]1[O-])C1CCS(=O)(=O)C1 (stereo not given) | 0.0 | 13 | -0.1 | 1
CCOc1ccc(/C(O)=C2/C(=O)C(=O)N(Cc3cccnc3)C2c2ccc(C)cc2)c(C)c1 (stereo not given) | 1.0 | -13 | 0.0 | -4
COc1cccc(/C=N/NC(=O)C(=O)N/N=C/c2cccc(OC)c2)c1 | -0.9 | -10 | -0.3 | -14
CCOCCCNC(=O)/C(C#N)=C/c1ccc(N(C)C)cc1 | -0.9 | -16 | 0.0 | 4
COc1cc(-c2cc(=O)oc(-c3cccc([N+](=O)[O-])c3)n2)cc(OC)c1OC | -0.7 | 6 | 0.1 | 13
CC(=O)Oc1ccc(/C=C2\N=C(c3ccc(Cl)cc3)OC2=O)cc1 | 1.8 | 5 | 0.3 | 15
O=C(N/N=C/C=N/NC(=O)c1ccccc1Cl)c1ccccc1Cl | -1.1 | -4 | -0.1 | 2
CCOCc1cc(CN2CCCC(CO)(Cc3ccccc3)C2)ccc1OC (stereo not given) | 2.6 | -3 | 0.8 | -5
CCC(CC)CN1CCC(C2(C)NC(=O)N(Cc3cccc(OC)c3OC)C2=O)CC1 (stereo not given) | 0.7 | 19 | 0.1 | -4
CCOC(=O)N1CCN(S(=O)(=O)c2ccc(C(=O)Nc3sc4c(c3C(=O)OC)CCN(CC)C4)cc2)CC1 | -0.3 | 3 | 0.0 | -3
CC(=O)c1cccc(NC(=O)COC(=O)CNC(=O)CC23CC4CC(CC(C4)C2)C3)c1 | -1.2 | -5 | 0.1 | 12
COc1ccc(OC)c(-n2c(=S)[nH]c3cc(C(=O)NCCC4=CCCCC4)ccc3c2=O)c1 | -0.5 | -5 | -0.1 | -15
Nc1c(C(=O)OCc2ccccc2)sc2nc(-c3cccs3)cc(C(F)(F)F)c12 | -1.5 | 1 | 0.0 | 5
Cc1cc(C)c(S(=O)(=O)NCC2COC3(CCCC3)O2)c(C)c1 (stereo not given) | -0.2 | -9 | 0.4 | 0
Nc1cccc(-c2nc(NCCc3ccc(O)cc3)c3ncn(-c4ccccc4)c3n2)c1 | -1.0 | 38* | -0.1 | 0
COc1ccccc1C1CN(Cc2nc[nH]c2C)Cc2ccccc2O1 (stereo not given) | 0.0 | 6 | -0.2 | -21
O=C(COc1ccc(F)cc1)N/N=C/c1ccco1 | 0.5 | -8 | 0.1 | -9
CC1CCCN(c2nnc(NC(=O)Nc3ccccc3C(F)(F)F)s2)C1 (stereo not given) | -0.8 | -24 | -0.1 | -15
N#C/C(=N\Nc1cccc(C(F)(F)F)c1)C(=N)N1CCOCC1 | -0.4 | -13 | 0.0 | 3
COc1cc(-c2ccc(N(C)CC(OC)OC)nc2)cc(OC)c1OC | 0.9 | 3 | 0.1 | 10
O=S(=O)(/C=C/c1ccccc1)N1CCc2ccccc21 | -0.4 | 13 | 0.0 | -10
CC1CCCC(C)N1C(=O)Cn1nnc2c(cnn2-c2ccc(F)cc2)c1=O (stereo not given) | 0.3 | -8 | -0.3 | -4
CCOC(=O)c1c(C)oc2ccc(OCc3c(F)cccc3Cl)cc12 | 0.0 | 5 | -0.1 | 4

Compound profiles (already shown). Order of screens: GPR151 ag	TEAD-YAP inh	FBW7 act	MITF primary
Record of CCOc1ccc(-n2c(SCC#N)nc3c(sc(=S)n3-c3ccc(CC)cc3)c2=O)cc1 → 0.5	-3	-0.1	-10
Record of O=C1OC(c2ccc(Br)cc2)=N/C1=C\c1ccc2c(c1)OCO2 → 0.2	1	-0.1	-4

Carrying on.
SMILES | GPR151 ag | TEAD-YAP inh | FBW7 act | MITF primary
CC(C)CNc1nc(=S)nc(N(C)C)[nH]1 | 0.0 | 4 | -0.1 | -12
CC1=C(C(=O)OCC(C)C)C(c2ccc(N(C)C)cc2)C2=C(CC(c3ccccc3)CC2=O)N1 (stereo not given) | 0.2 | -4 | -0.3 | 3
O=[N+]([O-])c1ccc(N2CCN(c3ncnc4ccccc34)CC2)cc1 | 3.8 | -6 | -0.1 | -13
Cc1ccc(C(=O)N2CCCCCC2)o1 | 0.5 | -4 | 0.1 | 5
O=C(Nc1cccc(Cl)c1N1CCC(N2CCCCC2)CC1)c1ccc(Br)o1 | 0.9 | -7 | -0.1 | 5
COc1ccc(Nc2ncnc3c2c(-c2ccccc2)cn3-c2ccc(Cl)cc2)cc1OC | -0.8 | 1 | 0.0 | -11
COc1ccccc1N1CCN(CCCCNS(=O)(=O)c2cccc3c(N(C)C)cccc23)CC1 | -1.3 | 16 | 0.1 | 11
CCOc1ccc(CC(=O)N2CCOCC2)cc1 | 0.9 | -2 | -0.1 | -13
Cn1c2c(c(=O)[nH]c1=O)C(c1ccc(O)cc1)C1=C(N2)c2ccccc2C1=O (stereo not given) | -0.1 | 4 | -0.1 | 14
COc1ccc(-c2noc(N(C)CC(=O)Nc3cc(OC)c(OC)c(OC)c3)n2)cc1 | 0.3 | -11 | 0.0 | -6
COc1c(Cl)cc(Cl)cc1/C=c1\sc2nc3c(C)c(C)ccc3n2c1=O | 0.3 | 3 | 0.1 | 11
Cc1ccc(O)c(NC(=O)CCC(=O)O)c1 | -0.3 | -3 | -0.5 | 11
CCCOc1cccc(C(=O)O)c1 | 0.6 | 1 | 0.0 | -6
CCC1(CCC(=O)N[C@H](C(=O)OC)c2ccccc2)CCC(=O)N1 (stereo not given in full) | -1.2 | -8 | -0.1 | -2
O=C(Cn1cnc2ccccc2c1=O)NCC(=O)N1CCN(c2ccccc2F)CC1 | 0.0 | 5 | 0.1 | 20
CCCC(=O)Nc1c2c(nn1-c1ccc(C)cc1)CS(=O)(=O)C2 | -0.6 | -4 | -0.1 | 12
CCOc1cc(/C=N\NC(N)=S)ccc1O | 0.7 | 4 | -0.1 | -2
Cc1nc2nc(SCC(=O)NCCc3ccccc3)nn2c(C)c1Cc1ccccc1Cl | 1.1 | 0 | 0.0 | 4
O=C(Nc1cc(C(F)(F)F)ccc1Cl)c1ccc(Br)o1 | -1.6 | -1 | 0.0 | -18
Cc1ccc(CNC(=O)CCNS(=O)(=O)c2ccc3c(c2)CCC(=O)N3)cc1 | 0.1 | -3 | 0.0 | -11
O=C(N/C(=C\c1ccco1)C(=O)N1CCN(C/C=C/c2ccccc2)CC1)c1ccccc1 | -1.0 | -6 | -0.4 | -1
COC(=O)c1ccccc1NC(=O)c1cc(-c2ccc(F)cc2)no1 | -2.9 | 3 | 0.0 | -3
CC(C)N(C)Cc1nnnn1CC(=O)N(C)Cc1ccc2nsnc2c1 | -0.1 | -6 | 0.0 | -4
COc1ccccc1C(O)c1nc2ccccc2n1C(C)C (stereo not given) | -1.3 | 9 | 0.2 | 10
CCCSCCCNC(=O)CN(C)c1nnc(N2CCCC2=O)s1 | -1.3 | 1 | -0.1 | 8
COc1ccc(CCC(=O)NNC(=O)CSc2ccc(Cl)cc2)cc1 | -0.6 | -3 | 0.0 | 6
C/C(CC(=O)NC12CC3CC(CC(C3)C1)C2)=N\NC(=O)c1cccc(C)c1 | 0.1 | -31 | 0.3 | -6
CC(=O)c1cccc(NC(=O)COc2ccc(S(=O)(=O)Nc3ccc(C)cc3)cc2)c1 | -1.5 | 15 | 0.5 | 12
Cc1ccc(-n2c(=S)sc3c(=O)n(-c4ccccc4C)c(SCC4OCCO4)nc32)c(C)c1 | 0.3 | 12 | 0.0 | -1
CCOc1ccc(N(C(C)C(=O)Nc2cccc(C)c2C)S(C)(=O)=O)cc1 (stereo not given) | 1.4 | 15 | 0.3 | 12
CCOC(=O)c1c(-c2ccc(C)cc2)csc1NC(=O)CNCC(C)C | 1.6 | 11 | 0.1 | 27
Cc1cccc(-n2c(C)nc3cc(C(=O)N4CCOCC4)ccc32)c1 | -1.4 | -11 | 0.0 | -16

Quoted at random: five entries already listed.
SMILES | GPR151 ag | TEAD-YAP inh | FBW7 act | MITF primary
Cc1ccc(-n2c(=S)sc3c(=O)n(-c4ccccc4C)c(SCC4OCCO4)nc32)c(C)c1 | 0.3 | 12 | 0.0 | -1
COc1ccc(CCC(=O)NNC(=O)CSc2ccc(Cl)cc2)cc1 | -0.6 | -3 | 0.0 | 6
C/C(CC(=O)NC12CC3CC(CC(C3)C1)C2)=N\NC(=O)c1cccc(C)c1 | 0.1 | -31 | 0.3 | -6
CC(=O)c1cccc(NC(=O)COc2ccc(S(=O)(=O)Nc3ccc(C)cc3)cc2)c1 | -1.5 | 15 | 0.5 | 12
CCOc1ccc(N(C(C)C(=O)Nc2cccc(C)c2C)S(C)(=O)=O)cc1 (stereo not given) | 1.4 | 15 | 0.3 | 12

Compound activity deposited in PubChem BioAssay by The Scripps Research Institute Molecular Screening Center.

Compounds were not picked by outcome; any-hit rate near 3.4%.
